RMI-FANCM inh: disruptors of RMI1/RMI2 association with MM2 peptide – biochemical, fluorescence polarization, human, primary screen | RMI core complex (RMI1/RMI2) binding to FANCM MM2 peptide, human | RMI core complex with F-MM2 peptide; active compounds read low | FP signal (polarization) at 33 µM | actives 0.58% (n = 70,000) | AID 1159607, 2016; in the data active = FP signal below about 40; note: inactives centre near 61; strong numbers were not always called active; unit not given here
* marks the source's active call; other numbers are inactive results; & = joins results of further samples. The list is partial; the hit share may differ from the screen's.

`O=C(CCSc1ccccc1)NCCOc1ccccc1` gave RMI-FANCM inh 62.
O=C(CSc1ccc(NC(=O)c2cccc(F)c2)nn1)NCCc1ccccc1 was read as RMI-FANCM inh 66.
O=C(OCc1cc(-c2cccs2)on1)C(=O)c1c[nH]c2ccccc12 was read as RMI-FANCM inh 54.
CCCCCn1c(SCC(=O)OCC)nc2cc(C(=O)NCCC3=CCCCC3)ccc2c1=O was read as RMI-FANCM inh 65.
For O=C(O)c1c(-c2ccccc2)nnc2ccccc12 the results were RMI-FANCM inh 55.
For Cc1ccc(C(=O)c2ccccc2[N+](=O)[O-])cc1 the results were RMI-FANCM inh 57.
Screening O=C(Nc1cccc(-c2ncon2)c1)C(Cl)(Cl)Cl returned RMI-FANCM inh 55.
`C=CCSc1nnc(-c2ccc(Cl)cc2)n1CC(OC)OC` gave RMI-FANCM inh 56.
Screening COc1cccc(OC)c1C(=O)c1cc[n+](C)cc1 returned RMI-FANCM inh 64.
For Cc1cc2cc(CNC(=O)c3ccc(F)c(F)c3)ccc2[nH]1 the results were RMI-FANCM inh 59.
COc1cc(C2NC(=O)N(C)C(O)(C(F)(F)F)C2C(=O)c2ccccc2)ccc1OCc1ccc(Cl)cc1 (stereo not drawn) was read as RMI-FANCM inh 63.
CCOc1ccc(NC(c2ccccn2)c2ccc3cccnc3c2O)cc1 (stereo not drawn) was read as RMI-FANCM inh 58.
Screening Cc1c(-c2ccccc2)n[nH]c1C(=O)O returned RMI-FANCM inh 60.
`COC(=O)c1ccc2nc(NC(=O)c3cccc(C(F)(F)F)c3)sc2c1` gave RMI-FANCM inh 65.
For Cc1ccc(COC(=O)c2ccc(C3Nc4ccccc4S(=O)(=O)N3)cc2)cc1 (stereo not drawn) the results were RMI-FANCM inh 60.

Entries listed so far that contain an NH in an aromatic ring (three):
O=C(OCc1cc(-c2cccs2)on1)C(=O)c1c[nH]c2ccccc12 was read as RMI-FANCM inh 54.
For Cc1cc2cc(CNC(=O)c3ccc(F)c(F)c3)ccc2[nH]1 the results were RMI-FANCM inh 59.
Screening Cc1c(-c2ccccc2)n[nH]c1C(=O)O returned RMI-FANCM inh 60.

(list continues)
`Cc1cccc(C)c1NC(=O)c1ccc(=O)n(C)n1` gave RMI-FANCM inh 61.
COc1ccc(S(=O)(=O)Nc2ccc3c(c2)CCC(=O)N3)cc1Cl was read as RMI-FANCM inh 64.
Cc1ccc(Nc2nc(N(C)C)nc3nccnc23)c(C)c1 was read as RMI-FANCM inh 46.
Cc1oc2c(F)c(F)c(F)c(F)c2c1C(=O)ONC(N)c1ccc(OS(=O)(=O)N(C)C)cc1 (stereo not drawn) was read as RMI-FANCM inh 60&59.
`O=C(NCc1ccccn1)C1CCCN(c2ccc(-c3ccc(Cl)cc3)nn2)C1` (stereo not drawn) gave RMI-FANCM inh 64.
Screening CC(=O)c1ccc(C#Cc2ccccc2)cc1 returned RMI-FANCM inh 52.
Screening C=CCn1c(SCC(=O)C(C)(C)C)nc2ccccc2c1=O returned RMI-FANCM inh 63.
For Cc1nn(CC(=O)N2CCN(c3ccccc3)CC2)c(=O)c2c1cnn2C(C)(C)C the results were RMI-FANCM inh 64.
`COC(=O)c1ccc(Cn2nc(-c3ccccc3)c3sc(N4CCCC4)nc3c2=O)cc1` gave RMI-FANCM inh 65.
For Cc1ccc(NC(=O)CC(C)n2nc(C)c(Br)c2C)cc1Cl (stereo not drawn) the results were RMI-FANCM inh 68.
Screening COc1ccccc1-n1ncc2c(=O)[nH]c(=S)[nH]c21 returned RMI-FANCM inh 71.
Screening O=C(CSc1nnc(-c2ccncc2)o1)c1ccc([N+](=O)[O-])cc1 returned RMI-FANCM inh 63.
For NCCSc1ccccc1C(=O)O the results were RMI-FANCM inh 65.
COC(=O)c1ccc(NC(=O)c2csc3nc(-c4ccc(F)cc4)cn23)cc1 was read as RMI-FANCM inh 108.
CC(C)CS(=O)(=O)Nc1ccc2c(c1)CCCN2S(=O)(=O)c1ccc(F)cc1 was read as RMI-FANCM inh 75.
`CC(=O)CC1(O)C(=O)N(Cc2ccccc2)c2ccccc21` (stereo not drawn) gave RMI-FANCM inh 62.
Cc1cc(Cl)ccc1NC(=O)C12CCC(C)(C(=O)C1=O)C2(C)C (stereo not drawn) was read as RMI-FANCM inh 56.
`O=C(Nc1nccs1)C1CCN(c2ccc(-c3ccco3)nn2)CC1` gave RMI-FANCM inh 61.
`CSc1ccc(NC(=O)NCc2cccnc2)cc1` gave RMI-FANCM inh 54.
For Cc1ccc(NC(=O)Nc2nc(-c3ccccc3)cs2)cc1 the results were RMI-FANCM inh 54.
Screening O=C(CSc1ccc(-c2ccc(-n3cccn3)cc2)nn1)Nc1ccc(F)c(F)c1 returned RMI-FANCM inh 79.
`CCOc1ccccc1NC(=O)Cn1c(=O)c(CNc2ccc(C)cc2)cc2cc3c(cc21)OCCO3` gave RMI-FANCM inh 71.
Screening COCCCN1C(=O)CC(Nc2ccc(OC)cc2)C1=O (stereo not drawn) returned RMI-FANCM inh 62.
CCC(=O)Nc1nnc(SCc2cc(=O)c(OC(=O)c3ccccc3F)co2)s1 was read as RMI-FANCM inh 58.
`Cc1cc(NC(=O)CCS(=O)(=O)c2ccc(Cl)cc2)no1` gave RMI-FANCM inh 52.
Screening CCn1c(SCCc2ccccc2)nnc1-c1nnc(SCCc2ccccc2)n1CC returned RMI-FANCM inh 67.
`CCOC(=O)c1csc(-n2cccc2)n1` gave RMI-FANCM inh 60.
For N#Cc1ccccc1NC(=O)C(=O)NCc1ccccc1Cl the results were RMI-FANCM inh 55.
For O=S(=O)(c1cc(C(F)(F)F)ccn1)c1cccs1 the results were RMI-FANCM inh 51.
C/C(O)=C1/C(=O)NC23CCCCC2C1c1ccccc1O3 (stereo not drawn) was read as RMI-FANCM inh 54.
For NC(=O)Nc1ccc2[nH]ncc2c1 the results were RMI-FANCM inh 53.
`O=C(Nc1ccccc1)c1c(Br)sc2c1CCCC2` gave RMI-FANCM inh 67.
`CC(=O)C(Sc1nnc(NC(=O)Nc2ccc(F)cc2)s1)C(=O)N(C)C` (stereo not drawn) gave RMI-FANCM inh 52.
`Cc1cc2ncc(-c3ccnc(SCC(=O)c4ccc(Cl)cc4)n3)c(C)n2n1` gave RMI-FANCM inh 59.
`O=C(NCCOc1ccc(-c2ccc(F)cc2)nn1)c1cc2ccccc2oc1=O` gave RMI-FANCM inh 51.
Screening CCCc1cc(Nc2ccc(NC(C)=O)cc2)n2nc3nc(C)cc(C)c3c2n1 returned RMI-FANCM inh 77.
Screening O=C(Cn1nc(-c2ccccc2)c2sc(N3CCCC3)nc2c1=O)Nc1ccc2c(c1)OCO2 returned RMI-FANCM inh 81.
For O=c1[nH]c2cc3c(cc2c(=O)n1Cc1nc(-c2cccc(Cl)c2)no1)OCO3 the results were RMI-FANCM inh 83.
`Cc1ccc(-c2csc(CC#N)n2)cc1C` gave RMI-FANCM inh 62.
For CC1(C)CC(N2CCC(O)(c3ccccc3)C(C(=O)c3ccccc3)C2)CC(C)(C)N1 (stereo not drawn) the results were RMI-FANCM inh 62&59.
COc1ccc(SCCC(=O)NNS(=O)(=O)c2ccc(-c3ccccn3)s2)cc1 was read as RMI-FANCM inh 54.
O=S(=O)(NCc1cccs1)c1cccc(C(F)(F)F)c1 was read as RMI-FANCM inh 59.
Screening CCOC(=O)N1CCC2(CC1)Oc1ccccc1C1CC(c3ccc(O)c(OC)c3)=NN12 (stereo not drawn) returned RMI-FANCM inh 59.
O=S(=O)(CCc1ccccc1)N=Cc1cc(Br)ccc1O was read as RMI-FANCM inh 43.
For CCOC(=O)N1CCN(C(=O)CSc2c(-c3ccccc3)[nH]c3ccccc23)CC1 the results were RMI-FANCM inh 60.
For COC(=O)N1SC(=NC(=Nc2ccc(C)cc2)c2ccccc2)N(c2ccc(OC)cc2)C1C(Cl)(Cl)Cl (stereo not drawn) the results were RMI-FANCM inh 71.
For c1ccc(-n2ncc3c(N4CCc5ccccc54)ncnc32)cc1 the results were RMI-FANCM inh 59&55.
Screening COc1ccc(NC(=O)NNC(=O)c2ccc(=O)n(Cc3ccc(C)cc3)c2)cc1 returned RMI-FANCM inh 64.
For Cc1nnsc1C(=O)NCCn1ncc2c(N3CCCC3)ncnc21 the results were RMI-FANCM inh 62.
Screening COc1ccccc1OCC(=O)Nc1cc(C)nn1-c1nc2c(F)cccc2s1 returned RMI-FANCM inh 64.
For Cc1nc(-c2ccccc2)cc(=O)[nH]1 the results were RMI-FANCM inh 56.
`Nc1ncnc(NNC(=O)CNC(=O)c2cccs2)c1[N+](=O)[O-]` gave RMI-FANCM inh 63.
Screening Cc1c(Br)cc(C(=O)N2CCCC2)c(C)c1C returned RMI-FANCM inh 63.
Screening O=C(NC1CS(=O)(=O)CC1NCc1ccco1)c1ccccc1 (stereo not drawn) returned RMI-FANCM inh 59.
For CCN(CC)c1ccc(/C=N/NC(=O)c2ccncc2)c(O)c1 the results were RMI-FANCM inh 203.
Screening O=C(COC(=O)c1ccccc1C(=O)c1ccccc1)c1ccc(Cl)cc1 returned RMI-FANCM inh 51.
For O=C1c2ccccc2C(=O)C1C1c2ccccc2Oc2ccccc21 the results were RMI-FANCM inh 51.
For Cc1cc(NC(=O)Cc2ccc(F)cc2)n(C(C)C)n1 the results were RMI-FANCM inh 68.
For Cc1ccc2[nH]c3c(=O)n(CCC(=O)N4CCN(c5ccccc5F)CC4)cnc3c2c1 the results were RMI-FANCM inh 65.
CCNC(=S)NNC(=O)c1cccc(Br)c1 was read as RMI-FANCM inh 56.

By substructure, those above with a nitro group on carbon
For Cc1ccc(C(=O)c2ccccc2[N+](=O)[O-])cc1 the results were RMI-FANCM inh 57.
Screening O=C(CSc1nnc(-c2ccncc2)o1)c1ccc([N+](=O)[O-])cc1 returned RMI-FANCM inh 63.
`Nc1ncnc(NNC(=O)CNC(=O)c2cccs2)c1[N+](=O)[O-]` gave RMI-FANCM inh 63.

(more compounds)
Screening Cc1nnsc1C(=O)O/N=C(\N)COc1ccc(C2SCCS2)cc1 returned RMI-FANCM inh 54&50.
For c1ccc(Sc2ncnc3c2sc2ncccc23)cc1 the results were RMI-FANCM inh 66.
For COC(=O)c1ccc(CSc2ccc(NC(=O)c3ccccc3)nn2)o1 the results were RMI-FANCM inh 94.
`O=C(CSc1nccn2nc(-c3ccccc3)cc12)Nc1cccc(C(F)(F)F)c1` gave RMI-FANCM inh 76.
COc1ccc(NC(=O)NCC(c2ccc3c(c2)CCCN3C)N2CCN(C)CC2)cc1 (stereo not drawn) was read as RMI-FANCM inh 64&68.
Screening Cc1nnc2ccc(OCCNS(=O)(=O)c3ccc(Oc4ccccc4)cc3)nn12 returned RMI-FANCM inh 69.
For O=C(NNC(=S)Nc1cccc(C(F)(F)F)c1)c1ccc(OC(F)(F)F)cc1 the results were RMI-FANCM inh 57.
`COc1cc(Nc2ccc(NS(=O)(=O)c3cccc(C)c3)cc2)nc(C)n1` gave RMI-FANCM inh 56.
For Fc1ccc(-c2csc3ncnc(Oc4cccc5cccnc45)c23)cc1 the results were RMI-FANCM inh 79.
For C=CCn1c(SCC(=O)c2ccc(Cl)c(Cl)c2)nc2scc(-c3ccco3)c2c1=O the results were RMI-FANCM inh 133.
For O=C(Cc1ccc(F)cc1)Nc1nc2ccc(Br)cc2s1 the results were RMI-FANCM inh 57.
Screening COc1cccc(NS(=O)(=O)c2cccc(Cl)c2)c1 returned RMI-FANCM inh 57.
For COc1cc(Cl)c(C)cc1NC(=O)Cn1nc(SC)c(-c2nc(-c3ccccc3)no2)c1N the results were RMI-FANCM inh 153.
Screening Cc1nc2ccc3nc(NC(=O)c4cc5cc([N+](=O)[O-])ccc5s4)sc3c2s1 returned RMI-FANCM inh 62.
Cn1cccc1C(CNS(=O)(=O)Cc1ccc(Cl)cc1)N1CCc2ccccc2C1 (stereo not drawn) was read as RMI-FANCM inh 67.

Pulled by compound from the entries so far:
CC(C)CS(=O)(=O)Nc1ccc2c(c1)CCCN2S(=O)(=O)c1ccc(F)cc1 was read as RMI-FANCM inh 75.
`Nc1ncnc(NNC(=O)CNC(=O)c2cccs2)c1[N+](=O)[O-]` gave RMI-FANCM inh 63.
Screening Cc1c(Br)cc(C(=O)N2CCCC2)c(C)c1C returned RMI-FANCM inh 63.
Screening COc1ccccc1-n1ncc2c(=O)[nH]c(=S)[nH]c21 returned RMI-FANCM inh 71.

Remaining list, next part:
Screening Cc1cccc(-c2nnc(SCC(=O)Nc3cc(C)ccc3C)n2-n2cccc2)c1 returned RMI-FANCM inh 66.
For Cn1sc(=O)c2cc(S(=O)(=O)Oc3ccc(C(C)(C)C)cc3)ccc21 the results were RMI-FANCM inh 52.
`CCCSc1nnc(NC(=O)NC2CCCCC2)s1` gave RMI-FANCM inh 53.
For Cc1onc(-c2ccccc2Cl)c1C(=O)Nc1ccccc1CC1c2ccccc2CCN1C (stereo not drawn) the results were RMI-FANCM inh 56.
O=C(NCc1ccc2c(c1)OCO2)c1sccc1S(=O)(=O)N1CCN(c2ccccc2)CC1 was read as RMI-FANCM inh 66.
Screening CC(=O)c1ccc(N2CCN(CC(=O)Nc3ccc4c(c3)OCCO4)CC2)cc1 returned RMI-FANCM inh 48.
Screening COc1ccccc1C(C#N)N(C)C (stereo not drawn) returned RMI-FANCM inh 67.
`Cc1csc(CN2CCN(C(=O)c3ccccc3C(F)(F)F)CC2)n1` gave RMI-FANCM inh 63.
Screening O=C(/C=C/c1ccccc1)OCC1CCCN2CCCCC12 (stereo not drawn) returned RMI-FANCM inh 62&52.
`Cc1cccc(-c2nc(Cn3c(=O)n(CC4CCCO4)c(=O)c4ccccc43)c(C)o2)c1` (stereo not drawn) gave RMI-FANCM inh 58.
For O=C1NC(=Nc2ccccc2)/C(=C/c2cccs2)S1 the results were RMI-FANCM inh 47.
For Cc1nc(SCC(=O)NC(C)C)[nH]c(=O)c1C the results were RMI-FANCM inh 66.
Cn1cccc1/C=C(/C#N)c1nc(-c2cccs2)cs1 was read as RMI-FANCM inh 12.
CCOc1ccc(CC(=O)Nc2cccc(-c3ccc(S(C)(=O)=O)nn3)c2)cc1 was read as RMI-FANCM inh 94.
